Anthrax LF inh2 – Bacillus anthracis LF protease inhibitors, primary screen, biochemical, multiplex microsphere, MLPCN library. inhibition, % at 10 µM. 0.12% of 360,000 active. AID 588501, 2011. Lethal factor (Bacillus anthracis), P15917. multiplex microsphere protease cleavage assay; note: plate controls were buffer without enzyme for full effect and enzyme alone for no effect
Target sequence (P15917 whole entry, looked up): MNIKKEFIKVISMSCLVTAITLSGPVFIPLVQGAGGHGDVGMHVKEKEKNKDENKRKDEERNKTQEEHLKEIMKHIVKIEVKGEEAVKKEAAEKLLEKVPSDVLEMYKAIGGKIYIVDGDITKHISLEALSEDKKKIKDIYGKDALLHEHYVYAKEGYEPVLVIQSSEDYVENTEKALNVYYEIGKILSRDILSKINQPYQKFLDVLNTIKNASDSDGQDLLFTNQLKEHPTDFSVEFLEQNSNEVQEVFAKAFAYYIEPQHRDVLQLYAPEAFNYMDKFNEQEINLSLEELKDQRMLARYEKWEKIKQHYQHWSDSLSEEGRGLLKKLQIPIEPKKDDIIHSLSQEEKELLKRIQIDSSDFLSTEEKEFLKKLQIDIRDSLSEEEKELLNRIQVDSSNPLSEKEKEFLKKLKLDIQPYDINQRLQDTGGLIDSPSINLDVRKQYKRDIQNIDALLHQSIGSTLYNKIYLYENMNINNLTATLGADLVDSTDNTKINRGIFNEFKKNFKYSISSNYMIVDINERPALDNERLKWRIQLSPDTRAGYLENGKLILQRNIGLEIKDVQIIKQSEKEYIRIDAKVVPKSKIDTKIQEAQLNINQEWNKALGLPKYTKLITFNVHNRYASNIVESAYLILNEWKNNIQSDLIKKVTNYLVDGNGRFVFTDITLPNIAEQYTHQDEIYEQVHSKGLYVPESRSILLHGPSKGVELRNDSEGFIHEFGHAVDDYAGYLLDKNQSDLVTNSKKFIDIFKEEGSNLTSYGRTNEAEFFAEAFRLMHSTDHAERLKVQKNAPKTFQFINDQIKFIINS
PfHsp40 yeast – rescue of yeast from PfHsp40 toxicity, primary screen, S. cerevisiae, ATP luminescence | S. cerevisiae expressing PfHsp40, growth rescue | 0.68% of 340,000 active | growth rescue, % at 12.5 µM | AID 504582, 2011; in the data active = growth rescue above about 28%, passing the limit was not always enough; inconclusive = no clear call, values can overlap the other calls;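 note: yeast W303a lacking pdr1 and pdr3 grown in galactose medium; growth measured after three days at 30 °C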
BoNT-A LC inh2 – BoNT/A light chain protease inhibitors, primary screen, biochemical, flow cytometry, MLPCN library | 0.17% of 360,000 active | inhibition, % at 10 µM | multiplex microsphere protease substrate cleavage; note: plate controls were buffer without enzyme for full effect and enzyme alone for no effect
TcdB GH inh – TcdB glycohydrolase inhibitors, primary screen, biochemical, single point, plate reader | TcdB glycohydrolase enzymatic assay | inhibition, % at 9.99 µM | 0.24% of 350,000 active; in the data active = inhibition above about 10%
FadD28 FP inh – inhibitors of FadD28 bisubstrate probe binding, primary screen, biochemical, fluorescence polarization, single point. 0.22% of 360,000 active. Mycobacterium tuberculosis FadD28 fatty-acid-AMP ligase. inhibition, % at 12.5 µM. AID 588549, 2011; in the data active = inhibition above about 8.5%, passing the limit was not always enough; inconclusive = no clear call, values can overlap the other calls
BoNT F protease – BoNT/F light chain protease inhibitors, primary screen, biochemical, flow cytometry, MLPCN library. Multiplex microsphere protease cleavage assay. inhibition, % at 10 µM. 0.22% of 360,000 active. AID 588497, 2011; in the data active = inhibition above about 35%, passing the limit was not always enough; inconclusive = no clear call, values can overlap the other calls; note: plate controls were buffer without enzyme for full effect and enzyme alone for no effect
CCHF vOTU inh – CCHFV vOTU protease inhibitors, primary screen, biochemical, Pep-AMC substrate, fluorescence; Crimean-Congo hemorrhagic fever virus L polyprotein viral ovarian tumor (vOTU) protease …; inhibition, % at 11.5 µM; AID 651958, 2012; 0.55% of 370,000 active; in the data active = inhibition above about 30%; note: 0% = vehicle wells with enzyme and 100% = no enzyme wells
PrPC TRFRET – inhibitors of human cell surface prion protein PrPC, primary screen, cell-based, TR-FRET | inhibition, % at 13.8 µM | TR-FRET read-out | 0.43% of 370,000 active | AID 720596, 2013; in the data active = inhibition above about 24%; note: 0% = median of the test wells and 100% = reference compound wells
Yp Topo-I inh – Yersinia pestis topoisomerase I inhibitors, primary screen, biochemical, cleavage product accumulation, plate reader, single point | DNA topoisomerase I (Yersinia pestis CO92) | Y. pestis Topo-I cleavage product accumulation | activity, % at 10 µM | 0.064% of 360,000 active; in the data active = activity above about 50%, passing the limit was not always enough; inconclusive = no clear call, values can overlap the other calls; note: inactives centre near 2
* marks the source's active call; other numbers are inactive results; ? = inconclusive; . = no result given. Cut-off read from the data, not from the text of the source, unless noted: active = inhibition above about 30%; inconclusive = no clear call, values can overlap the other calls; inactive = below that.

SMILES	Anthrax LF inh2	PfHsp40 yeast	BoNT-A LC inh2	TcdB GH inh	FadD28 FP inh	BoNT F protease	CCHF vOTU inh	PrPC TRFRET	Yp Topo-I inh
CSc1ccccc1NC(=O)COC(=O)CCCOc1ccc(C)cc1	.	1.1	.	0.9	-1.3	.	-1	-5	72*
CCc1ccc(S(=O)(=O)c2nnn3c2nc(N2CCOCC2)c2ccccc23)cc1	-1	1.0	1.1	0.2	-0.1	3	4	7	7
C=CCSC1=N/C(=C\c2cccnc2)C(=O)N1c1ccc(OC)cc1	-3	-1.9	0.4	.	-1.5	-13	7	0	27
Cc1cc(C)c(NC(=S)N2CCN(c3ccc([N+](=O)[O-])cn3)CC2)cc1C	-2	-0.8	-0.3	1.2	1.5	1	6	-16	7
CC(=O)c1c(C)oc2ccc(NS(=O)(=O)c3ccc(C(=O)O)cc3)cc12	-2	-0.4	-0.3	-0.1	-5.6	0	-9	-2	5
Cc1oc2c(cc(NS(=O)(=O)c3ccc(F)cc3)c3ccccc32)c1C(=O)O	16	-0.4	0.5	-1.8	-2.8	-7	30*	-2	-5
N#Cc1c(Nc2ccccc2)c(/C=N/N=C/c2ccccc2)c[nH]c1=O	3	-1.4	-0.8	.	-2.2	3	-16	1	1
Cc1csc(SC(C)C(=O)NCc2ccc3c(c2)OCO3)n1 (stereo not given)	1	1.4	-0.4	1.7	-4.2	0	-18	9	8
COc1ccc(C(=O)NCC(C)(C)CNC(=O)c2ccc(OC)c(OC)c2)cc1OC	1	0.3	0.2	-0.6	-0.6	-4	2	2	-9
CSCCC(=O)N1CCCC(N2CCN(c3cccc(C(F)(F)F)c3)CC2)C1 (stereo not given)	6	-0.8	-2.5	2.8	0.5	-6	0	-1	18
NC12CC3CC(C1)CC(CC(=O)O)(C3)C2	-3	0.6	0.1	-1.2	-0.4	-2	-6	11	4
CCOC(=O)N1CCC(NC(=O)c2ccc(NC(=O)C3CCCO3)cc2)CC1 (stereo not given)	-3	2.0	0.2	.	-0.6	11	11	2	1
CCC(C(=O)NCCc1ccc(OC)c(OC)c1)n1nc(C)n2c(cc3occc32)c1=O (stereo not given)	-1	0.0	0.4	2.0	-4.6	7	11	-1	-1
COc1cccc(-c2csc3nnc(SCC(=O)NCc4cccs4)n23)c1	0	-1.6	-0.2	.	-5.4	-1	-12	-8	-2
Cc1ccc(C(=O)N/N=C/c2ccc(-c3ccc(Br)cc3[N+](=O)[O-])o2)o1	-3	-0.6	4.2	1.1	-1.3	-6	21	3	2
CC1(C)CC[C@]2(C(=O)O[C@@H]3O[C@H](CO)[C@@H](O)[C@H](O)[C@H]3O)CC[C@]3(C)C(=CCC4[C@@]5(C)CC[C@H](O[C@@H]6O[C@H](C(=O)O)[C@@H](O[C@H]7OC[C@@H](O)[C@@H](O)[C@@H]7O)[C@H](O)[C@H]6O)C(C)(C)C5CC[C@]43C)[C@@H]2C1 (stereo not given in full)	4	-1.6	0.2	0.4	-9.4	-9	-4	1	16
Cc1cc(C)n2nc(SCC(=O)Nc3ccccc3C)nc2n1	-2	0.3	1.3	-4.8	.	1	11	-9	-12
CCCN(CCC)C(=O)c1cn(C)c2ccc(S(=O)(=O)N3CCCC3)cc2c1=O	-1	0.0	0.4	1.0	-5.5	3	-1	-6	-1
CCOc1ccc(-c2nnn(CC(=O)Nc3cccc(OC)c3)n2)cc1OCC	-6	2.3	0.6	.	5.6	5	7	3	4
CCOc1cc(C2C(C#N)=C(N)Oc3n[nH]c(-c4ccncc4)c32)cc([N+](=O)[O-])c1O (stereo not given)	-4	0.0	-0.5	0.7	-2.8	-1	-9	-14	-12
Cc1c(Cl)c(=O)oc2cc(OCC(=O)NCc3cccs3)ccc12	1	0.0	-0.5	0.2	0.0	-8	0	-3	-2
CCOC(=O)C1(C)CCN1C(=O)c1ccc2c(c1)CCO2 (stereo not given)	-4	.	-0.4	-1.0	-3.9	4	16	3	-2
Cc1ccc(C)c(OCC(O)CN2C(C)CCCC2C)c1 (stereo not given)	-2	0.8	-0.2	.	0.2	6	2	14	-5
CC(C)Oc1ccccc1/C=N/NC(=O)C1CC1	-22	.	1.2	2.0	-0.6	17	-11	2	6
COc1cc2c(oc(=O)c3cc(C)cc(OC)c32)c2c(C3OC(C)C(O)C(C)(O)C3O)ccc(O)c12 (stereo not given)	-3	1.2	2.1	-6.0	2.9	-10	11	12	-2
O=S(=O)(Nc1ccc(S(=O)(=O)N2CCCCC2)cc1)c1ccc(Br)s1	-1	-0.3	-0.6	.	-0.6	?	3	-6	-1
Cc1ccc(-c2nc(-c3ccccc3)no2)c(Cl)c1	-12	-1.0	-0.7	0.8	0.4	-12	7	-1	14
O=C(CP(=O)(CO)CO)c1ccc(Cl)cc1	-6	1.2	-0.6	.	1.2	2	-4	0	-2
Cc1ccc(NC(=S)N(Cc2cccs2)Cc2cc3cccc(C)c3[nH]c2=O)cc1	2	-1.3	-0.3	.	-2.6	-7	-7	8	10
CCOC(=O)CC1=C(C(=O)OCC)C(c2ccc(C)o2)C(C#N)=C(N)O1 (stereo not given)	-2	-0.8	-0.2	.	-4.0	-14	8	-8	2
COc1ccc(-c2nnc(SCC#N)o2)cc1	-6	-1.0	1.1	.	-0.4	-9	-6	-3	12
CSc1nnnn1CCn1nnnc1SC	-5	0.3	-0.8	.	0.0	-5	1	36*	-13
CCOC(=O)C1CCN(c2cc3c(cc2NC(=O)c2ccccc2OCC)n(C)c(=O)n3C)CC1	0	0.2	-0.8	3.4	1.0	-4	1	5	18
CCOc1cc(CNn2cnnc2)cc(Cl)c1OCC(=O)NC(C)(C)C	6	0.9	-2.8	1.6	-1.3	?	-8	3	2
Cc1nc2nc(-c3cccnc3)[nH]n2c(=O)c1C	0	-1.2	-0.5	.	0.8	3	3	4	1
O=C(CCC(=O)Nc1ccc(Br)cc1)N/N=C/c1ccccc1O	-4	-0.6	-2.0	0.4	-4.9	13	15	2	-12
COc1ccc(NS(=O)(=O)c2cn(C)cn2)cc1OC	0	5.1	2.5	0.5	-1.4	-4	12	0	-3
COc1ccc(CCN2CC(C(=O)N(C)CCc3cn[nH]c3)CCC2=O)cc1 (stereo not given)	0	0.2	0.0	1.2	-2.9	6	0	-7	5
Cc1nc(C)n(C(C)CC(=O)O)n1 (stereo not given)	-4	0.3	1.2	.	-1.8	-4	7	6	4
COc1ccccc1CNC(=O)Cn1cccc1	-10	-0.5	0.1	.	-2.0	0	5	0	1
CCC1Oc2ccccc2N(CC(=O)NCCc2ccc(OC)c(OC)c2)C1=O (stereo not given)	-1	-0.4	-0.5	.	0.4	3	3	2	-1
CC(=O)/C(C#N)=C1\NC(=O)C(Cc2ccccc2)S1 (stereo not given)	-1	0.4	-0.4	.	-1.9	2	4	-2	3
COc1ccccc1Nc1nc(N)nc(CSc2nnc(C)s2)n1	2	-0.1	0.0	.	-2.4	14	14	-2	9
CC(=O)Nc1ccc(C(=S)NCC2(N(C)C)CCCCC2)cc1	5	-1.2	-0.1	1.3	-0.3	-2	8	-9	-8
CCOC(=O)c1sc(NC(=O)Cc2c(F)cccc2Cl)nc1C	-4	-0.3	0.2	-0.1	-0.3	2	-20	5	9
O=C(CS(=O)(=O)c1ccccc1)Nc1nc(-c2ccccc2)cs1	-3	3.9	0.1	.	-1.9	-5	3	-5	-4
Cc1ccc(S(=O)(=O)NCCOc2nc(N3CCOCC3)nc(N3CCOCC3)n2)cc1	4	-0.9	2.3	0.2	-0.3	5	-14	2	6
O=C1/C(=C\c2ccncc2)SC(=S)N1C1CCCCC1	2	-0.9	4.7	1.1	0.5	-3	-8	0	-12
COc1ccc(/C=N/NC(=O)c2cccc(Br)c2)cc1Cn1cc(Cl)cn1	-3	0.1	0.6	.	-1.6	4	17	3	0
N/C(=N\c1nc2ccccc2o1)NC(=O)C(Cc1ccccc1)N1C(=O)c2ccccc2C1=O (stereo not given)	1	0.9	-0.7	.	-2.8	-11	3	13	9

Additional entries.
SMILES	Anthrax LF inh2	PfHsp40 yeast	BoNT-A LC inh2	TcdB GH inh	FadD28 FP inh	BoNT F protease	CCHF vOTU inh	PrPC TRFRET	Yp Topo-I inh
O=C(NC(=S)NCC1CCCO1)c1cccs1 (stereo not given)	-2	-1.1	-0.6	0.5	-2.6	0	-4	2	-2
COC(=O)c1ccc(N2CCN(C)CC2)c(NC(=O)c2sc3ccccc3c2Cl)c1	-10	0.5	-6.5	0.3	-0.7	13	9	4	-1
O=C(Nc1ccccc1F)c1cc(C(=O)Nc2ccccc2F)cc([N+](=O)[O-])c1	.	-1.4	.	0.5	-2.7	.	-10	-12	0
O=C(c1ccccc1)N1CCN(c2cc(Cl)nc3cc(-c4cccc(Cl)c4)nn23)CC1	-7	.	0.2	1.7	-0.4	2	8	3	28
CCOc1ccc(NC(=S)NNC(=S)Nc2cccc(C(F)(F)F)c2)cc1	-2	0.2	-0.7	0.0	-0.1	-14	-2	2	-3
Cc1ncc(CO)n1Cc1ccc(Cl)cc1	-8	.	0.3	0.9	-0.1	-5	-14	2	0
C=C(C)COc1ccc(-c2ncncc2-c2ccc(OC)cc2)c(O)c1	3	0.6	2.0	-1.4	-3.5	-24	11	5	2
CCCN(CC(=O)Nc1ccc(F)c(F)c1F)Cc1cc(=O)n2ccsc2n1	-2	-0.6	-0.7	0.4	-0.9	-6	4	4	1
CN(c1cccc(NS(=O)(=O)c2cccs2)c1)S(C)(=O)=O	-8	1.1	-0.5	.	1.0	-5	-7	2	9
CCOc1cc(C2NC(=O)NC(c3ccccc3)=C2C(C)=O)ccc1OCC(N)=O (stereo not given)	3	-0.2	-0.7	.	-2.1	4	-4	0	-3

Quoted from the listing:
CCc1ccc(S(=O)(=O)c2nnn3c2nc(N2CCOCC2)c2ccccc23)cc1 in PrPC TRFRET shows 7
COc1ccccc1Nc1nc(N)nc(CSc2nnc(C)s2)n1 in BoNT-A LC inh2 shows 0.0
COc1cc2c(oc(=O)c3cc(C)cc(OC)c32)c2c(C3OC(C)C(O)C(C)(O)C3O)ccc(O)c12 (stereo not given) in BoNT-A LC inh2 shows 2.1

Other records follow.
SMILES	Anthrax LF inh2	PfHsp40 yeast	BoNT-A LC inh2	TcdB GH inh	FadD28 FP inh	BoNT F protease	CCHF vOTU inh	PrPC TRFRET	Yp Topo-I inh
CC1OC23CCCCC2C(C#N)(C(=N)O3)C1(C#N)C#N (stereo not given)	6	-0.8	0.5	.	-1.5	0	-24	-5	0
CC(=O)Nc1ccccc1C(=O)N1CCN(Cc2ccc3c(c2)OCO3)CC1	-8	5.6	-2.5	1.4	-3.4	11	12	-5	-1
CCOC(=O)C1CCCN(c2c(Nc3cc(C)cc(C)c3)c(=O)c2=O)C1 (stereo not given)	-5	-1.2	-0.2	0.4	-1.3	-9	14	-4	2
CC(OC(=O)CCCC(=O)Nc1ccccc1)C(=O)c1ccccc1 (stereo not given)	12	-0.8	1.1	1.2	0.1	-8	-5	8	-3
COCCNC(=O)CNC(=S)N(Cc1ccccc1)Cc1cccnc1	1	-0.9	-0.9	.	-0.8	-16	1	8	-7
CC(C)c1nnc(NC(=O)c2ccc3c(c2)OCO3)s1	-1	-1.9	-1.1	0.7	-1.8	-6	-7	2	0
Cc1c(CCC(=O)NCCCn2ccnc2)c(=O)oc2cc3oc4c(c3cc12)CCCC4	-6	2.5	0.1	1.3	-1.8	-1	15	12	0

Screening data from PubChem BioAssay.
